Compound activity deposited in PubChem by Broad Institute.
GSIS activator: GLuc luminescence reporter in INS-1E cells, primary screen for activators of glucose-dependent secretion of insulin; activation, % at 16.6 µM; INS-1E GLuc reporter insulin secretion, 2-3 h; 370,000 tested, 0.61% active;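 active = lowest replicate activation of at least 40%, so every replicate reaches that level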;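 also: 0% = median of neutral control wells and 100% = median of IBMX positive control wells; some compounds called inactive have numbers as strong as hits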
ARNT-TACC3 inh: disruptors of ARNT/TACC3 protein interaction, primary screen, biochemical, AlphaScreen, single concentration. AID 623870, 2012. 390,000 tested, 0.66% active. inhibition, % at 9.99 µM. Transforming acidic coiled-coil-containing protein 3 (Homo sapiens), Q9Y6A5. AlphaScreen His-ARNT PAS-B/GST-TACC3 binding, luminescence; TACC3 fragment carries E629A point mutation;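 active = mean inhibition of replicates at least 50% and at least half of replicates each reaching 50%; inconclusive = half or more replicates reach 50% but mean below 50%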;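 also: 0% = complete ARNT plus TACC3 wells and 100% = ARNT alone without TACC3; many hits fall short of the cut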
F508del corr: F508del CFTR correction, initial screen, CFBE line, single point. activity (quench increase), % at 7.58 µM. CFBE cells, YFP halide quenching; stimulated with forskolin plus potentiator P3; % fluorescence drop versus neutral controls. 350,000 tested, 0.36% active. AID 720511, 2013;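 active = mean added fluorescence quench of at least 8% versus neutral control, with both replicates also reaching 8%; inconclusive = only one of the mean or replicate conditions met; inactive = mean below 8% and not both replicates reaching 8%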;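 also: cells transiently co-express mutant CFTR-F508del with the halide-sensitive YFP; corrector assay measuring rescue of mutant channel to the surface after 24 h compound exposure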
XiGFP reactiv: activators of inactive X chromosome reactivation, primary screen, imaging, XiGFP fibroblasts, GFP high-content imaging, set 2 | XiGFP mouse fibroblasts, % GFP-positive cells imaging, 3 d; cells co-treated with 5-aza-dC sensitizer; scaled so ellipticine positive control = 100% | activation, % at 7.58 µM | 360,000 tested, 0.055% active | AID 743238, 2013;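 active = mean normalized replicate activation at least 10% and every replicate at or above 10%; inconclusive = only one of the two criteria met; inactive = mean below 10% and not all replicates reach 10%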;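 also: 0% = median of on-plate neutral control wells and 100% = ellipticine 6 µM median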
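Assay system: SV40-immortalized XiGFP fibroblast cells, line 68-5-11; buffer or medium: DMEM plus 5-aza-dC sensitizer; compound: one concentration, pinned; timing: compounds 3 days, fix/stain 15 min at room temperature; benchmarks: positive control ellipticine, 6 µM final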
RAD54 inh: inhibitors of human RAD54 branch migration, primary screen, biochemical, fluorescence, single point. DNA repair and recombination protein RAD54-like (Homo sapiens), Q92698. RAD54 Holliday junction branch migration, FAM/BHQ fluorescence. inhibition, % at 10.4 µM. 360,000 tested, 0.14% active;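 active = mean normalized replicate activity at least 40 and at least half of replicates scoring 40 or more; inconclusive = only one of the two criteria met; inactive = mean below 40 and under half of replicates reaching 40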;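 also: 0% = median of neutral control wells and 100% = median of positive control wells; inhibitors cause a drop in the FAM fluorescence signal; in these data hits start at about 50%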
ERAP1 inh: human ERAP1 aminopeptidase inhibitors, primary screen, biochemical, single point, plate reader. recombinant ERAP1, Leu-AMC fluorescence, 60 min. inhibition, % at 10.7 µM. 340,000 tested, 0.15% active. AID 652197, 2013;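 active = mean replicate inhibition of at least 30%, or all replicates individually reaching that 30% level; inactive = mean below 30% and not every replicate reaching it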;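 also: 0% = neutral control wells and 100% = L-leucinethiol positive control wells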
esBAF inh: Bmi1 luciferase reporter increase in mESCs, primary screen, esBAF inhibitor project, mouse ES cells, Bmi1 luciferase knock-in, single point; 24 h; 100% = twice the neutral-well signal; reporter increase, % at 12.5 µM; 350,000 tested, 2% active; in the data active = activation above about 40%; inconclusive = no clear call, values can overlap the other calls;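 also: 0% = median of the plate's neutral control wells and 100% = double that signal; a rise in the Bmi1 reporter signal indicates esBAF inhibition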
RAD52 inh: RAD52 DNA annealing inhibitors, primary screen, biochemical, FRET, single point, set 2; 360,000 tested, 0.46% active; inhibition, % at 18.7 µM; AID 651710, 2012; recombinant RAD52 DNA annealing, FRET fluorescence; DNA repair protein RAD52 homolog (Homo sapiens), P43351;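 active = every replicate showing at least 50% inhibition; inconclusive = mean inhibition at least 50% but not in every replicate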
Target sequence (P43351 whole entry, looked up): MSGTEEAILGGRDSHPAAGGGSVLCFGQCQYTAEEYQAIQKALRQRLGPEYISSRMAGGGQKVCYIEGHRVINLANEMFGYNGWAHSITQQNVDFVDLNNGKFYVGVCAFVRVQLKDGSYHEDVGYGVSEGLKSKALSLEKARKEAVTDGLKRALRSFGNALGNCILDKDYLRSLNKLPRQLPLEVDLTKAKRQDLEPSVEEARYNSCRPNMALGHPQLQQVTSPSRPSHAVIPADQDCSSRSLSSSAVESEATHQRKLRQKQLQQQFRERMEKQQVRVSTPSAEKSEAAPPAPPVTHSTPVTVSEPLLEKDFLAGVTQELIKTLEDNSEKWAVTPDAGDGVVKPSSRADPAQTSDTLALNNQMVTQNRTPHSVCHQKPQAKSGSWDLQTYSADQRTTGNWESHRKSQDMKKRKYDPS
Active calls of the source: *; ? = inconclusive; nt = no result given; & = joins results of further samples.

smiles,RAD54 inh,ARNT-TACC3 inh,esBAF inh,F508del corr,RAD52 inh,GSIS activator,ERAP1 inh,XiGFP reactiv
COc1ccc(NC(=O)Nc2ccc3c(c2)C(=O)N([C@@H](C)CO)C[C@@H](C)[C@@H](CN(C)Cc2ccccc2)OCCCC[C@@H](C)O3)cc1,0,7,3,0.3,53*,-17,-2,0.0
CC(=O)Nc1ccc(Sc2ccccc2C(=O)O)c(C(=O)O)c1,nt,-4,nt,2.4,-4,10,1,0.3
Cc1cc(C(=O)NCC(=O)OCC(=O)N2CCCCCC2)ccc1[N+](=O)[O-],10,-1,-8,nt,nt,-4,nt,0.1
CC(Oc1ccccc1)C(=O)OCC(=O)Nc1ccc2c(c1)OCO2 (configuration not stated),nt,-11,13,-0.5,-20,18,-6,-0.1
CN(C)S(=O)(=O)c1cc(NC(=O)CN2CCN(c3ccccc3O)CC2)ccc1Cl,nt,10,nt,-1.8,1,-18,1,0.0
CCOc1cc(C)c(Cl)cc1S(=O)(=O)n1ccnc1,-6,nt,nt,4.1,-6,0,9,0.1
c1ccc(-c2nnc(CSc3ccc4c(c3)OCCO4)o2)cc1,1,-3,2,-0.3,-6,nt,-9,-0.2
O=C(c1ccc(F)cc1)N1CC(=O)N2[C@H](CO)[C@H](c3ccc(C#CC4CC4)cc3)[C@H]2C1,nt,nt,nt,3.9,-2,-17,-1,0.0
Cc1cc(C)n2c(SCC(=O)Nc3ccccc3C#N)nnc2n1,-8,0,1,1.5,-9,0,-1,0.0
Cc1c(/C=N/Nc2ccc([N+](=O)[O-])cn2)c2ccccc2n1Cc1ccccc1,-13,23,3,-4.3,-25,nt,-3,-0.1
COc1ccc(CN(C)C[C@@H]2OCc3cnnn3CCCC(=O)N([C@@H](C)CO)C[C@H]2C)cc1,-3&3,-4,1&-3&-5,2.5&0.0&-1.2,-8&5,-1&1,-1&0,-0.2&-0.1
Cc1ccc(/C=N/NC(=O)c2nnn(-c3nonc3N)c2CSc2ccccc2)o1,3,5,0,-3.5,-7,4,0,0.0
O=C(NCCN1C(=O)S/C(=C\c2cccnc2)C1=O)c1ccc([N+](=O)[O-])s1,-3,nt,4,1.2,-10,22,3,0.0
CCN(CC)C(=O)Cn1cc(C(=O)C(=O)NCCc2ccccc2)c2ccccc21,-2,15,-4,1.2,-6,-3,-1,0.0
C[C@@H]1CN([C@@H](C)CO)C(=O)c2cccc(NC(=O)Nc3cccc4ccccc34)c2O[C@H]1CN(C)CC1CC1,15,31,0,-1.2,-11,-4,1,0.0
COc1cc([N+](=O)[O-])ccc1NC(=O)NNC(=O)C(C)Oc1ccc(F)cc1F (configuration not stated),-2,3,nt,0.6,-9,22,3,0.0
C[C@H]1CN([C@@H](C)CO)C(=O)Cc2cc(NC(=O)Cc3cn(C)c4ccccc34)ccc2O[C@H]1CN(C)C(=O)Nc1cccc2ccccc12,16,-6,-2,-1.9,-8,2,0,-0.4
Nc1nc2c(c(=O)[nH]1)CN(Cc1ccccc1)CC2,4,-3,0,-1.5,-6,nt,-2,0.0
CCOc1ccc(Oc2ccc(S(=O)(=O)N3CCOCC3)cc2NC(=O)CCNC(C)=O)cc1,nt,2,2,1.4,-13,7,-3,-0.2
O=C1Cc2ccccc2C(=O)N1Nc1ccccc1,nt,0,nt,1.4,-16,22,1,-0.1
COc1ccc(Br)cc1/C=N/Nc1ccc(S(=O)(=O)Nc2ccccc2C(=O)O)cc1[N+](=O)[O-],2,6,-15,-2.2,-22,-23,-6,3.1
C[C@@H]1CCCCO[C@H](CN(C)S(=O)(=O)c2ccc(Cl)cc2)[C@@H](C)CN([C@@H](C)CO)C(=O)c2cc(NC(=O)C3CCCCC3)ccc2O1,-3,-1,2,1.1,-6,-20,-1,0.3
COc1cccc(NC(=O)Nc2cc(C)ccc2OC)c1,nt,0,nt,-0.9,-1,-8,5,0.0
O=C(CCn1c(=O)c2cccn2c2cccnc21)NCCCN1CCN(c2ccc(F)cc2)CC1,12,nt,-9,-1.0,-53,1,-7,1.2
O=C(Cn1ncc2c([nH]c3ccccc32)c1=O)N1CCN(c2ccccc2F)CC1,-4,1,-3,-1.3,-5,7,-2,0.0
COc1ccc(CNS(=O)(=O)c2ccc(-c3cc(C)no3)cc2)cc1,-7,-2,-10,-0.2,-10,32,-6,0.1
CCn1c(SCC(=O)Nc2sc(C)c(C)c2C#N)nnc1C1CC1,-9,0,0,-1.9,-19,8,-4,0.0
CCNC(=O)[C@H]1[C@H](CO)[C@H]2Cn3c(ccc(C4=CCCCC4)c3=O)[C@H]2N1C(=O)c1cnccn1,-12,6,-2,-1.1,3,8,5,0.0
CCOC(=O)N1CCN(S(=O)(=O)c2cc(Cl)ccc2Cl)CC1,-4,-25,-5,nt,nt,-17,nt,nt
CC(C)NC(=O)Nc1ccc2c(c1)C(=O)N([C@H](C)CO)C[C@H](C)[C@@H](CN(C)C(=O)Nc1ccc3c(c1)OCO3)O2,-4,2,0,-4.1&-0.9,10&-5,-4&15,-5&-1,-1.0&-0.1
O=C(CNC(=O)c1cccs1)NCC(=O)OCC(=O)c1ccccc1,1,-5,0,-1.6,-9,0,1,0.3
O=C(Cn1c(-c2cncs2)nc2ccccc21)NCc1ccccc1,2,12,5,nt,nt,6,nt,nt
O=C(Cc1ccccc1)N1C[C@@H]2[C@H](c3ccccc31)[C@@H](CO)N2C(=O)C1CC1,3,-3,0,-1.7,-3,6,0,0.1
CC(C)=CCN1CCN(Cc2ccc(N3CCNC3=O)cc2)CC1CCO (configuration not stated),4,-3,5,1.7,-12,32,-1,-0.1
O=C(NC(=S)N1CCCCC1c1cccnc1)c1ccc(Br)cc1 (configuration not stated),-4,30,0,-4.8,-16,4,-1,0.0
CCSc1nnc(NC(=O)c2cc(OC)c(OC)c(OC)c2)s1,nt,-3,nt,0.6,9,-1,0,?
CCOc1cc(C(=O)NCc2ccc(-c3nc4ccccc4o3)cc2)cc(OCC)c1OCC,9,5,-1,nt,nt,1,nt,nt
COc1ccc(C(=O)Nc2ccc3c(c2)C(=O)N(C)C[C@@H](OC)[C@@H](C)CN(C)[C@@H](C)CO3)cc1,-5,-5,4,5.3,-7,10,8,-0.3
CNC[C@@H]1Oc2ncc(-c3ccc(OC)cc3)cc2C(=O)N([C@@H](C)CO)C[C@@H]1C,-9,3,3,-1.4,1,20,0,0.8
O=C(Nc1ccc(F)cc1)Nc1nnc([C@H]2C[C@H](O)[C@@H](CO)O2)s1,5,nt,5,1.1,3,5,-8,0.0
CCN(Cc1ccccc1)C(=O)CCS(=O)(=O)c1cc2c(cc1Cl)NC(=O)CO2,-2,-6,0,0.8,-2,-12,8,0.0
O=C(OCc1ccccc1)c1cccc(-c2nnc(-c3ccccc3)o2)c1,-2,-5,27,nt,nt,-24,nt,nt
O=C(NCCN1CCOCC1)[C@]1(Cc2ccccc2)N=C(c2ccc(OCCCO)cc2)O[C@@H]1c1ccccc1,12,12,nt,4.5,7,nt,0,nt
Cn1nc(SCc2ccccc2)c(=O)n(C(c2ccccc2)c2ccccc2)c1=O,nt,-2,nt,-0.4,-6,7,2,-0.1
Cc1ccc(S(=O)(=O)N(C)C[C@H]2Oc3c(NS(=O)(=O)c4ccc(F)cc4)cccc3C(=O)N([C@H](C)CO)C[C@H]2C)cc1,1,8,3,-2.1,nt,-21,nt,0.3
CC(=O)c1ccc(S(=O)(=O)NC2CCCCCCC2)cc1,-10,-3,5,-1.1,-30,-3,-6,0.1
CCOC(=O)N1CCN(C(=O)C(=O)Nc2ccc3nc4n(c(=O)c3c2)CCCCC4)CC1,2,-8,-6,3.3,-8,0,3,0.0
C[C@@H]1CCCCO[C@@H](CN(C)CC2CC2)[C@@H](C)CN([C@H](C)CO)C(=O)c2cc(NS(=O)(=O)c3ccc(F)cc3)ccc2O1,2,-6,-1,1.3,8,9,-1,0.0
COc1ccc(-c2ccncc2)cc1OC,9,7,-12,4.3,-7,107*,1,0.3
Cc1nn(-c2ccccc2)c(C)c1NC(=O)COc1ccccc1C#N,0,nt,0,4.2,-6,10,-1,0.2
CCN(C(=O)COC(=O)CCc1ccc(OC)cc1)c1c(N)n(Cc2ccccc2)c(=O)[nH]c1=O,-3,nt,-3,0.1,-10,10,0,0.1
Clc1ccccc1-c1nc(-c2ccc(Br)o2)no1,-12,-6,-20,1.6,-12,11,2,0.0
CC(=O)N(C)C[C@@H]1Oc2ncc(C#CC(C)(C)O)cc2C(=O)N([C@@H](C)CO)C[C@@H]1C,-8,nt,-7,0.0,11,22,1,-1.2
CSCCC(NC(=O)COc1ccccc1)C(=O)N1CCN(c2ccccc2)CC1 (configuration not stated),-3,3,-2,-2.0,-16,-21,-2,0.9
C[C@H]1CN([C@@H](C)CO)C(=O)Cc2cc(NC(=O)Nc3ccc(C(F)(F)F)cc3)ccc2O[C@@H]1CN(C)Cc1ccc(Cl)c(Cl)c1,3,-8,1,2.6,-9,4,-1,-0.7
CCCNC(=O)C[C@H]1C[C@H]2c3cc(NC(=O)c4ccc5c(c4)OCO5)ccc3O[C@H]2[C@@H](CO)O1,-2,-14,3,-4.2,nt,2,nt,0.0
O=S(=O)(NCc1ccc(Cl)cc1)c1ccc(Br)cc1C1CC[C@@H](O)C1 (some centres not stated),nt,nt,nt,-3.8,-4,-6,nt,0.2
O=C(Cn1c(=O)c2cccn2c2ccccc21)NCc1cccc(F)c1,13,-4,-7,-0.8,-11,6,0,0.2
CCCc1nc(SCC(=O)Nc2nc3c(s2)CCCC3)c2ccccc2n1,-8,-12,-11,-2.0,-46,-5,-2,nt
C/C=C/c1ccc([C@@H]2[C@H](C#N)N(c3nc(CC)cs3)[C@H]2CO)cc1,-5,-7,4,-3.7,-14,-10,-2,0.0

The list goes on:
smiles,RAD54 inh,ARNT-TACC3 inh,esBAF inh,F508del corr,RAD52 inh,GSIS activator,ERAP1 inh,XiGFP reactiv
CCOC(=O)c1cccc(NC(=O)CSc2nnc(C)n2CC2CCCO2)c1 (configuration not stated),-1,-1,-4,-0.3,-13,4,-1,0.0
O=C(C[C@H]1C=C[C@@H](NC(=O)C2CC2)[C@@H](CO)O1)NCCCN1CCOCC1,-9,-22,0,-1.7,-8,15,-1,-0.4
O=C(NCCCn1ccnc1)C(=O)NCC1OCCCN1S(=O)(=O)c1ccccc1 (configuration not stated),3,40*,nt,nt,nt,30,nt,0.3
C[C@@H]1CCCCO[C@H](CN(C)Cc2ccc(C(F)(F)F)cc2)[C@@H](C)CN([C@H](C)CO)C(=O)c2cc(NC(=O)c3ccccc3)ccc2O1,13,-6,-4,1.5,-8,7,2,-0.8
Cc1ccc(NC(=O)Cn2nc(C(=O)O)c3ccccc3c2=O)cc1S(=O)(=O)N1CCCCC1,-2,-1,-2,-2.8,0,nt,0,0.1
O=c1cc(-c2ccccc2)nc(N2CCN(Cc3ccccc3)CC2)[nH]1,-2,-6,-5,nt,nt,4,nt,nt
